PREPL inh = PREPL enzyme inhibitors, primary screen, biochemical, fluorescence polarization. Prolyl endopeptidase-like (Homo sapiens), Q4J6C6. recombinant PREPL, fluorescence polarization activity-based probe. inhibition, % at 5.96 µM. 320,000 tested, 0.68% active; in the data active = inhibition above about 43%;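 also: 0% = enzyme with DMSO and 100% = wells lacking enzyme; many of its hits are not listed in these tables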
PP1 inh = PP1-alpha phosphatase inhibitors, primary screen, counter-screen for PP5 inhibitor project, biochemical, fluorescence, OMFP substrate, single point; Serine/threonine-protein phosphatase PP1-alpha catalytic subunit (Homo sapiens), P62136; purified PP1alpha; inhibition, % at 6.7 µM; 320,000 tested, 0.9% active;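 active = inhibition above the mean inhibition of all tested compounds plus 3 SD, computed separately for each screening campaign, cut at about 15% in these data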
Target sequence (P62136 whole entry, looked up): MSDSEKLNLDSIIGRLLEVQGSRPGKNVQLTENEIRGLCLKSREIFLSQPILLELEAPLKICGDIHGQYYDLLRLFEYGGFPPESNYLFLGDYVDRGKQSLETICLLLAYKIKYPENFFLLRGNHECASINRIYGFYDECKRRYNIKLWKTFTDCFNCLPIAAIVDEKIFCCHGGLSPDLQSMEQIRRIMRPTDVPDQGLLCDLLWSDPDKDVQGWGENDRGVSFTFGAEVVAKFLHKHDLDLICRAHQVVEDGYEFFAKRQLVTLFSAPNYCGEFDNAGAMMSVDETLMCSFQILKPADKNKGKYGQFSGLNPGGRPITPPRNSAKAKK
PP5 primary = PP5 phosphatase inhibitors, primary screen, biochemical, fluorescence; purified PP5c, OMFP substrate fluorescence; 320,000 tested, 0.18% active; inhibition, % at 6.7 µM; Serine/threonine-protein phosphatase 5 (Homo sapiens), P53041;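 active = inhibition above the campaign's mean inhibition across all tested compounds plus 3 SD, cut at about 9.5% in these data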;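 also: 0% = DMSO only and 100% = 100 µM cantharidin control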
Target sequence (P53041 whole entry, looked up): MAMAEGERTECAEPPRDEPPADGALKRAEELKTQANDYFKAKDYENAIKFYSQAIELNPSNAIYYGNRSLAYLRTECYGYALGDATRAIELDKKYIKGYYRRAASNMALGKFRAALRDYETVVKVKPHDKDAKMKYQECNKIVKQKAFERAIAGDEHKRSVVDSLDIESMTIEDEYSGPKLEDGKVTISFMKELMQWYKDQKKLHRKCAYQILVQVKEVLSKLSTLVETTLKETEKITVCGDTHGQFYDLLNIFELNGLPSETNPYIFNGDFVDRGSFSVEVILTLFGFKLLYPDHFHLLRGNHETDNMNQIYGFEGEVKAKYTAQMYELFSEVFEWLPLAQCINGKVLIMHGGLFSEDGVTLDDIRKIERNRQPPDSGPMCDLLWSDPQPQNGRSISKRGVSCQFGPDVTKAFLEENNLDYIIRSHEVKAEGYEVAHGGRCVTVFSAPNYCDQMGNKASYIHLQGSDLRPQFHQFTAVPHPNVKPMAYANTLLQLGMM
Efflux pump mplx = inhibitors of Candida efflux pumps in yeast, primary screen, S. cerevisiae, Nile Red, multiplex. S. cerevisiae Candida pump triplex. inhibition, % at 10 µM. 330,000 tested, 0.44% active. AID 485275, 2010;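 active = plate passing quality check with inhibition over a set limit, or well fluorescence over plate mean plus 4 SD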;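 also: Nile Red retained in pooled yeast measured as flow cytometry median fluorescence; 0% = buffer negative control and 100% = Enniatin B positive control; higher means more Nile Red kept so more efflux inhibition; some compounds called inactive have numbers as strong as hits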
CTSL1 counter = Fasciola hepatica cathepsin L1 inhibitors, primary screen, counter-screen for PFM18AAP inhibitor project, biochemical, QFRET, fluorogenic peptide substrate; recombinant F. hepatica cathepsin L1, Z-Leu-Arg-MCA fluorescence; inhibition, % at 5.96 µM; 300,000 tested, 0.49% active;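 active = inhibition above the mean of all tested compounds plus 3 SD, set per screening campaign, cut at about 17% in these data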;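 also: 0% = plate median of test compound wells and 100% = 1 µM Z-Phe-Ala-diazomethylketone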
TPT1 inh = Candida albicans TPT1 enzyme inhibitors, primary screen, biochemical, fluorescence polarization; 300,000 tested, 0.81% active; inhibition, % at 5 µM; recombinant caTPT1, FP RNA substrate dephosphorylation;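 active = inhibition above the mean of all tested compounds plus 3 SD, set per screening campaign, cut at about 24% in these data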;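 also: plate controls were DMSO alone for no effect and ferristatin control at 100 nM for full effect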
LYPLA2 counter = LYPLA2 inhibitors, primary screen, counter-screen for PME1 inhibitor project, biochemical, fluorescence polarization, FP-Rh probe ABPP. recombinant LYPLA2. Acyl-protein thioesterase 2 (Homo sapiens), O95372. inhibition, % at 5.9 µM. 320,000 tested, 0.38% active;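 active = inhibition above the screen-wide mean plus 3 SD, limit set per campaign, cut at about 26% in these data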;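 also: 0% = LYPLA2 with DMSO and 100% = wells lacking LYPLA2 enzyme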
Target sequence (O95372 whole entry, looked up): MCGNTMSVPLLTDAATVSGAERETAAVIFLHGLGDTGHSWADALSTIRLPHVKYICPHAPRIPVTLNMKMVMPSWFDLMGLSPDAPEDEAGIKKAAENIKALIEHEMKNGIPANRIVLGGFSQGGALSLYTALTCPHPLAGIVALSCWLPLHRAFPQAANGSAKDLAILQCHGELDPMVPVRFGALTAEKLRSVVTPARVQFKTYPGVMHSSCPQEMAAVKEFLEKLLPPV
core dimer inh = inhibitors of HCV core protein dimerization, primary screen, biochemical, TR-FRET, high-throughput; TR-FRET GST/Flag-core106 dimerization, 1536-well; 300,000 tested, 0.33% active; inhibition, % at 5 µM;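 active = inhibition above the mean of all tested compounds plus 3 SD, set per screening campaign, cut at about 45% in these data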
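System: GST-tagged and Flag-tagged HCV core protein residues 1-106 / Input: core106 proteins, GST 13.5 nM and Flag 17 nM / Buffer or medium: KF-containing HEPES buffer, pH 7.45, DTT, CHAPS, BSA / Probe or stimulus: Eu-anti-GST and XL665-anti-Flag labelled anti-tag antibodies / Schedule: 4 h, 22.5 °C incubation / Technique: TR-FRET 671 and 617 nm emission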
GASC-1 inh = inhibitors of GASC-1 histone demethylase, primary screen, biochemical, fluorescence, DELFIA europium | GST-JMJD2C(1-420) H3K9me3 demethylation | AID 2099, 2009 | Lysine-specific demethylase 4C (Homo sapiens), Q9H3R0 | 330,000 tested, 0.069% active | inhibition, % at 2.35 µM;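 active = more than half of a compound's replicate wells show inhibition beyond 50%, single wells judged on their own value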;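 also: signal counts dimethyl H3K9 product captured on neutravidin plate; 0% = median of DMSO wells and 100% = 0.3 times that DMSO median; strong numbers were not always called active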
* = called active by the depositor; · = not tested or not shown; & = joins results of further samples. An excerpt; rates above refer to the full screens.

SMILES	PREPL inh	PP1 inh	PP5 primary	Efflux pump mplx	CTSL1 counter	TPT1 inh	LYPLA2 counter	core dimer inh	GASC-1 inh
O=C(COc1ccc2c3c(c(=O)oc2c1)CCCC3)NCCCn1ccnc1	0	-2	-4.1	-0.1	-1	2	0	-2	10
O=C(CSc1nnc(-c2ccc(S(=O)(=O)N3CCCC3)cc2)n1CC1CCCO1)NC1CC1 (stereo not given)	-3	2	-0.1	-0.2	0	-2	-2	-8	-2&5
O=C(NC1CCCC1)C(c1ccc(F)cc1)N(Cc1ccc(Cl)cc1)C(=O)CCl (stereo not given)	11	-3	-1.5	0.0	41*	2	-1	-1	-8
Cc1ccc(-c2cc(C(=O)NC3=NCCS3)c3ccccc3n2)cc1C	-13	2	1.7	-0.1	1	-2	-22	2	10
Cc1cccc(Nc2nnc(SCC(=O)NC3CCCc4ccccc43)s2)c1 (stereo not given)	14	0	0.2	-0.4	2	-4	1	9	-1
COc1cc(-c2n[nH]c(=S)n2-c2ccc(Br)cc2)cc(OC)c1OC	-1	0	3.3	0.2	0	2	1	-9	6
CN(C)C1=NC[C@H](Cc2ccccc2)N1CC1CCC(C(C)(C)C)CC1 (stereo not given in full)	4	-2	0.9	0.1	-1	2	-2	2	-2
COc1ccc(CN(C)C2c3ccccc3-c3ccccc32)cc1	-1	1	-0.4	0.1	1	7	-3	4	6
CCc1ccc2[nH]c(=O)c(CN(CCN(CC)CC)C(=O)NC3CCCCC3)cc2c1	14	-2	0.1	-0.1	0	-6	1	-2	-2
CCCCn1c(SCc2c(C)noc2C)nc2cc(S(N)(=O)=O)ccc21	1	0	3.1	0.2	0	-1	3	8	0
Cc1ccccc1CN1CCN(CCCc2ccccc2)C(CCO)C1 (stereo not given)	-12	2	4.0	0.0	3	3	-6	-4	-11
Cc1cc(C(=O)NNC(=O)COc2ccccc2Cl)n[nH]1	12	0	-2.2	0.0	-1	3	2	-4	-14
Cc1ccc2[nH]c(=O)c3cc(C(=O)N4CCN(C(=O)c5ccco5)CC4)sc3c2c1	-6	5	2.2	-0.5	2	-1	2	7	0
COc1ccc(NC(=O)COC(=O)c2ccc(S(=O)(=O)N(C)c3ccccc3OC)cc2)cc1OC	4	2	1.5	0.0	-1	-1	1	3	-8
Cc1c(C(=O)Nc2ccncc2)sc2nc(-c3ccc(F)cc3)cn12	-17	5	-2.4	-0.1	1	-2	-10	-43	-8
Cc1ccc(C(=O)COC(=O)CNC(=O)c2ccc(Br)o2)cc1[N+](=O)[O-]	16	-2	2.6	-0.2	-7	-1	1	-6	9
CN(Cc1ccccc1F)c1ccc(S(=O)(=O)N2CCCC2)cn1	12	0	0.1	-0.1	0	0	-5	4	8
CN(C(=O)c1ccc(NC(=O)Cc2ccc(NC(=O)C3CCN(C(=O)c4ccccc4)CC3)cc2)cc1)C1CC1	-1	-4	-0.8	0.6	·	·	1	·	58*
Cc1nnc(NC(=O)CSc2nnc(CNC(=O)C34CC5CC(CC(C5)C3)C4)n2C2CCCCC2)s1	-1	1	3.9	0.3	-1	0	1	0	-20
CCC(CC)NC(=O)COn1nnc2ccc(S(=O)(=O)N3CCOCC3)cc21	-1	-5	0.2	-0.1	-3	-4	-1	-3	21
O=C(N/N=C/c1ccc(O)cc1)c1cccc(C(F)(F)F)c1	7	0	1.3	0.0	3	1	2	-2	-2
Cc1ccccc1NS(=O)(=O)c1ccc(C(=O)N2CCCC2)cc1	10	-5	-2.6	0.0	2	-7	-4	-6	-4
COCCCNc1oc(-c2ccccc2OC)nc1C#N	1	-7	2.7	0.0	-2	-5	10	1	-20
CCN(CC)CCNC(=O)/C(=C/c1cn(CC)c2ccccc12)NC(=O)c1cc(OC)c(OC)c(OC)c1	8	-1	3.3	-0.2	2	-3	0	-17	12
CC(C)OP(=O)(OC(C)C)C(NC(=O)c1ccccc1)C(N)=O (stereo not given)	12	-1	-0.6	0.0	-6	-1	8	-4	-5

Shown as a markdown table: part of the list above
| SMILES | PREPL inh | PP1 inh | PP5 primary | Efflux pump mplx | CTSL1 counter | TPT1 inh | LYPLA2 counter | core dimer inh | GASC-1 inh |
| --- | --- | --- | --- | --- | --- | --- | --- | --- | --- |
| O=C(COc1ccc2c3c(c(=O)oc2c1)CCCC3)NCCCn1ccnc1 | 0 | -2 | -4.1 | -0.1 | -1 | 2 | 0 | -2 | 10 |
| O=C(CSc1nnc(-c2ccc(S(=O)(=O)N3CCCC3)cc2)n1CC1CCCO1)NC1CC1 (stereo not given) | -3 | 2 | -0.1 | -0.2 | 0 | -2 | -2 | -8 | -2&5 |
| O=C(NC1CCCC1)C(c1ccc(F)cc1)N(Cc1ccc(Cl)cc1)C(=O)CCl (stereo not given) | 11 | -3 | -1.5 | 0.0 | 41* | 2 | -1 | -1 | -8 |
| Cc1ccc(-c2cc(C(=O)NC3=NCCS3)c3ccccc3n2)cc1C | -13 | 2 | 1.7 | -0.1 | 1 | -2 | -22 | 2 | 10 |
| Cc1cccc(Nc2nnc(SCC(=O)NC3CCCc4ccccc43)s2)c1 (stereo not given) | 14 | 0 | 0.2 | -0.4 | 2 | -4 | 1 | 9 | -1 |
| COc1cc(-c2n[nH]c(=S)n2-c2ccc(Br)cc2)cc(OC)c1OC | -1 | 0 | 3.3 | 0.2 | 0 | 2 | 1 | -9 | 6 |
| CN(C)C1=NC[C@H](Cc2ccccc2)N1CC1CCC(C(C)(C)C)CC1 (stereo not given in full) | 4 | -2 | 0.9 | 0.1 | -1 | 2 | -2 | 2 | -2 |
| COc1ccc(CN(C)C2c3ccccc3-c3ccccc32)cc1 | -1 | 1 | -0.4 | 0.1 | 1 | 7 | -3 | 4 | 6 |
| CCc1ccc2[nH]c(=O)c(CN(CCN(CC)CC)C(=O)NC3CCCCC3)cc2c1 | 14 | -2 | 0.1 | -0.1 | 0 | -6 | 1 | -2 | -2 |
| CCCCn1c(SCc2c(C)noc2C)nc2cc(S(N)(=O)=O)ccc21 | 1 | 0 | 3.1 | 0.2 | 0 | -1 | 3 | 8 | 0 |
| Cc1ccccc1CN1CCN(CCCc2ccccc2)C(CCO)C1 (stereo not given) | -12 | 2 | 4.0 | 0.0 | 3 | 3 | -6 | -4 | -11 |
| Cc1cc(C(=O)NNC(=O)COc2ccccc2Cl)n[nH]1 | 12 | 0 | -2.2 | 0.0 | -1 | 3 | 2 | -4 | -14 |
| Cc1ccc2[nH]c(=O)c3cc(C(=O)N4CCN(C(=O)c5ccco5)CC4)sc3c2c1 | -6 | 5 | 2.2 | -0.5 | 2 | -1 | 2 | 7 | 0 |
| COc1ccc(NC(=O)COC(=O)c2ccc(S(=O)(=O)N(C)c3ccccc3OC)cc2)cc1OC | 4 | 2 | 1.5 | 0.0 | -1 | -1 | 1 | 3 | -8 |
| Cc1c(C(=O)Nc2ccncc2)sc2nc(-c3ccc(F)cc3)cn12 | -17 | 5 | -2.4 | -0.1 | 1 | -2 | -10 | -43 | -8 |

The listing continues:
SMILES	PREPL inh	PP1 inh	PP5 primary	Efflux pump mplx	CTSL1 counter	TPT1 inh	LYPLA2 counter	core dimer inh	GASC-1 inh
CCc1ccccc1NC(=O)/C(=C/c1ccco1)c1ccccc1	2	-1	4.9	0.1	6	0	3	8	10
COc1ccc(NC(=O)COC(=O)C2CC(=O)N(c3ccc(C)cc3)C2)cc1 (stereo not given)	-2	-4	-4.8	0.3	-28	1	-11	-12	7
CC(C)(C)C(=O)c1cnc(Nc2ccccc2Cl)s1	10	0	3.7	0.1	0	1	-2	29	7
O=C(NCCCn1ccnc1)c1cc(Br)c(Br)s1	-5	-2	2.2	0.0	2	1	5	-2	2
Cc1ccc(S(=O)(=O)N(CC(=O)N/N=C/c2ccccc2C(=O)O)c2cc(Cl)cc(Cl)c2)cc1	3	19*	0.8	0.1	6	-8	-5	27	16
COc1ccc2oc(C(=O)OCC(=O)NC(=O)c3ccccc3)c(C)c2c1	0	-2	-1.6	0.1	3	-1	3	15	19
CCC(=O)Nc1cccc(-c2nc3ccc(C)cc3o2)c1	-17	0	4.4	0.0	0	2	-4	-3	9
COC(=O)c1ccc(OC(=O)C23CCC(C)(C(=O)O2)C3(C)C)cc1 (stereo not given)	-2	-1	-0.2	0.1	-5	0	-1	-1	0
CCCN(CCC)CCCNC(=O)CCNS(=O)(=O)c1ccc(Br)cc1	25	0	0.0	-0.2	2	-3	-1	-10	6
Cc1c(C)c2cc3c4c(oc3c(C)c2oc1=O)CCCC4	-9	-4	-0.3	-0.1	-2	0	-3	4	-3
Oc1ccccc1-c1cc(-c2ccc(Cl)cc2)n[nH]1	-36	2	3.3	0.0	0	-1	-18	-44	-5
Cc1cnc(SCc2cnc(C)nc2N)nc1	-4	-6	-3.5	0.1	-2	-3	5	2	4
COc1ccc(C(CNC(=O)c2cccnc2SC)N2CCOCC2)cc1 (stereo not given)	18	2	-1.3	-0.1	6	2	0	1	4
COc1cc(COCC(O)CN2C(C)CCCC2C)cc(OC)c1OC (stereo not given)	-6	-2	-1.2	-0.1	0	-2	4	2	12
CCn1c(SCC(N)=O)nc2cc(S(=O)(=O)N3CCOCC3)ccc21	18	4	-0.5	-0.1	1	-1	3	-4	-1
COc1ccc(/C=C2\SC(=S)N(CC(=O)OCC(=O)Nc3cc(Cl)cc(Cl)c3)C2=O)cc1	-5	-4	-2.7	0.1	5	-2	-3	14	-5
CS(=O)(=O)N1CCN(C(=O)Cc2ccc(Br)cc2)CC1	4	6	2.2	0.2	-3	-1	4	7	9
CCCCc1cc(=O)oc2cc(OCC(=O)NC3CCN(Cc4ccccc4)CC3)ccc12	-14	-1	-1.7	0.1	-2	0	-3	0	55
CC(=O)Nc1ccccc1OCCOc1ccc(Br)cc1	4	4	1.7	0.0	1	-1	7	-11	1
CCCCOC(=O)Cn1c2ccc(OC)cc2c2nc3ccccc3nc21	2	1	-1.2	-0.2	2	-4	-5	-1	-6
O=C1C2CCCCC2C(=O)N1c1ccc(NC2CCN(Cc3ccccc3)CC2)c([N+](=O)[O-])c1 (stereo not given)	12	-3	2.8	-0.1	4	1	23	0	0
Cc1ccc(C(C)C)c(OCCCn2ccnc2C)c1	-3	0	0.5	-0.1	-2	0	-4	2	-3
O=C(NC1CCCCC1)N(CCN1CCOCC1)Cc1cc2cc3c(cc2[nH]c1=O)OCCO3	21	2	-3.6	0.1	6	-3	2	-1	-4

Three successive records out of the list so far:
SMILES	PREPL inh	PP1 inh	PP5 primary	Efflux pump mplx	CTSL1 counter	TPT1 inh	LYPLA2 counter	core dimer inh	GASC-1 inh
CCc1ccccc1NC(=O)/C(=C/c1ccco1)c1ccccc1	2	-1	4.9	0.1	6	0	3	8	10
COc1ccc(NC(=O)COC(=O)C2CC(=O)N(c3ccc(C)cc3)C2)cc1 (stereo not given)	-2	-4	-4.8	0.3	-28	1	-11	-12	7
CC(C)(C)C(=O)c1cnc(Nc2ccccc2Cl)s1	10	0	3.7	0.1	0	1	-2	29	7

Compound activity (PubChem)
